MBNL1 CUG block: MBNL1-poly(CUG) RNA binding inhibition; Q9NR56; TR-FRET MBNL1-His/biotin-(CUG)12 binding, 665/545 ratio; Potency, µM (highest dose often 57.5 µM), for inactives: top-dose activity change, negative = inhibition, hits mostly inhibitors; 280,000 tested, 0.036% active; AID 2675; active means well fitted inhibition curve with a large enough effect in the signal ratio, with a control signal flat, not every such curve was filed as active; inconclusive means small, poorly fitted or top-dose-only effect, or effect the other way, or a change in a side signal; inactive means no such curve, though single readings can be large or run the other way; the % refers to the signal ratio; further: potency means the concentration at half of the fitted maximal effect; on the % scale 0 is the no-effect control and ±100 the full control effect
Target sequence (Q9NR56 whole entry, looked up): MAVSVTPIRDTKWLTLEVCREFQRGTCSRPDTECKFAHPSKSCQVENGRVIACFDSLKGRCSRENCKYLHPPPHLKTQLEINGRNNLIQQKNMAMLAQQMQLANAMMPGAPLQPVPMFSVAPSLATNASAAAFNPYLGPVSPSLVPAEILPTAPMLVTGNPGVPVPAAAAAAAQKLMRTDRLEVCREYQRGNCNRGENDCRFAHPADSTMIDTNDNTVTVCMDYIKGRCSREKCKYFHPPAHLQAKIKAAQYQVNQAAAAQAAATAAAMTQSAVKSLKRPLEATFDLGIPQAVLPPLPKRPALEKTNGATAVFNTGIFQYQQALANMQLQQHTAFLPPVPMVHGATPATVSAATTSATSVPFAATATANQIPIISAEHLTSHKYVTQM
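Compounds (final 92 nM to 58 uM) are added to His-tagged MBNL1 and biotin-(CUG)12, then terbium anti-His antibody and streptavidin-XL665 (5 nM final). After 60 min at room temperature, the 665/545 nm ratio is read.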
Menin MLL FP TR: menin-MLL binding inhibition, Texas Red mutant peptide | O00255 | Menin + Texas Red MLL mutant peptide, fluorescence polarization | Potency, µM (series often up to 61.6 µM), for inactives: at the highest dose FP activity change, negative = inhibition, hits mostly inhibitors | 270,000 tested, 0.23% active; active means well fitted inhibition curve with a large enough effect in the polarisation, with a control signal flat, not every such curve was filed as active; inconclusive means small, poorly fitted or top-dose-only effect, or effect the other way, or a change in a side signal; inactive means no such curve, though single readings can be large or run the other way; the % refers to the polarisation; further: potency means the concentration at half of the fitted maximal effect; % of control where 0% means no effect; many of its hits are not listed in these tables
TSHR antag: human thyrotropin receptor antagonism; P16473; TSHR-expressing cells, TSH-stimulated cAMP HTRF, 2 h; hits give low values; activity change, negative = inhibition, % at 11.5 µM; 330,000 tested, 0.2% active; AID 504810;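 active means activity change below a set negative limit, meaning inhibition stronger than a set level, cut at about -70% in these data; inconclusive means activity change between two set negative limits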; further: on the % scale 0 is the no-effect control and ±100 the full control effect
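TSHR-expressing cells, 200/well, pre-treated with compound, then stimulated with EC80 TSH (4nM final) for 2 hours at 37 deg C. cAMP measured by competitive HTRF: anti-cAMP cryptate antibody in lysis buffer plus cAMP-d2, read after 30 minutes at room temperature.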
Mito fusion yeast: inhibitors of mitochondrial division or activators of mitochondrial fusion. S. cerevisiae fusion-defective mutant growth rescue, CellTiterGlo 48 h. Potency, µM (titrated, usually from 46.1 µM), without a hit: at the highest dose growth rescue (activation), hits mostly activators. 320,000 tested, 0.23% active. AID 485298;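 further: potency means the concentration at half of the fitted maximal effect; % of control where 0% means no effect; nearly all actives have a fitted effect of over 45% in size; temperature-sensitive fusion mutants such as fzo1-1 at 37 °C on non-fermentable ethanol glycerol medium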
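Growth-rescue viability read-out: after 48 h at the non-permissive 37C in glycerol/ethanol YPEG, yeast mitochondrial fusion mutants are measured by CellTiterGlo luminescence; compounds (23 nl pinned per well) restoring growth score as division inhibitors or fusion activators.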
Integrin act MD: activates integrin-mediated alleviation for muscular dystrophy; 350,000 tested, 0.064% active; alpha7betagal myoblasts, beta-gal FDG fluorescence, 48 h; Potency, µM (doses to about 38.3 µM), inactives show at the top dose activation, most hits filed as activators;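 further: potency means the concentration at half of the fitted maximal effect; 100% = response of the positive control SU9516; nearly all actives have a fitted effect of over 60% in size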
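alpha7betagal+/- myoblasts (passage 13, 250/well) treated 48 h at 37C with compounds at 1:260 dilution of DMSO stock. Lysed, then beta-galactosidase activity read as FDG fluorescence (ex 480/em 540) after 30 min, with pre-read for autofluorescence.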
TSG101-PTAP inh: blocks PTAP/TSG101 interaction to inhibit HIV-1 budding; Q99816; Fluorescence polarization, FITC-PTAP peptide / Tsg101 binding; Potency, µM (doses to about 115 µM), for the others: at the top dose activity change, negative = inhibition, usual class: inhibitors; 340,000 tested, under 10 active; active means well fitted inhibition curve with a large enough effect in the main read-out, with a control signal flat, not every such curve was filed as active; inconclusive means small, poorly fitted or top-dose-only effect, or effect the other way, or a change in a side signal; inactive means no such curve, though single readings can be large or run the other way; further: potency means the concentration at half of the fitted maximal effect; % of control where 0% means no effect
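Tsg101 binding domain (10 uM final) was mixed with compound and a FITC-labeled PTAP peptide (50 nM final) in HEPES pH 7.5 buffer with NaCl, Tween 20, EDTA and TCEP; fluorescence polarization was read after 20 min at r.t.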
A-T KAP1 phos: potential ataxia-telangiectasia treatments restoring KAP-1 phosphorylation; […] A-T fibroblasts, KAP-1 phosphorylation AlphaLISA; neocarzinostatin DNA damage 30 min before lysis; Potency, µM (series often up to 57.5 µM), for inactives: top-dose activation, usual class: activators; 320,000 tested, 0.19% active; AID 485349; further: potency means the concentration at half of the fitted maximal effect; % of control where 0% means no effect; nearly all actives have a fitted effect of over 45% in size
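ATM-like activity read as KAP-1 phosphorylation via AlphaLISA donor/acceptor antibody pairs after lysis and 6 hr at 25C. Cells were ATM-null patient fibroblasts ([…], hTERT), dosed 60 min, then exposed to the DSB inducer NCS for 30 min.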
ASM inhibitor: inhibitors of human secretory acid sphingomyelinase | placental ASM, HMU-PC fluorogenic substrate, 60 min | AID 504937 | 340,000 tested, 0.006% active | Potency, µM (series often up to 57.5 µM), inactives show top-dose activity change, negative = inhibition, hits mostly inhibitors; further: potency means the concentration at half of the fitted maximal effect
Target sequence (P17405 47-631 limits assumed): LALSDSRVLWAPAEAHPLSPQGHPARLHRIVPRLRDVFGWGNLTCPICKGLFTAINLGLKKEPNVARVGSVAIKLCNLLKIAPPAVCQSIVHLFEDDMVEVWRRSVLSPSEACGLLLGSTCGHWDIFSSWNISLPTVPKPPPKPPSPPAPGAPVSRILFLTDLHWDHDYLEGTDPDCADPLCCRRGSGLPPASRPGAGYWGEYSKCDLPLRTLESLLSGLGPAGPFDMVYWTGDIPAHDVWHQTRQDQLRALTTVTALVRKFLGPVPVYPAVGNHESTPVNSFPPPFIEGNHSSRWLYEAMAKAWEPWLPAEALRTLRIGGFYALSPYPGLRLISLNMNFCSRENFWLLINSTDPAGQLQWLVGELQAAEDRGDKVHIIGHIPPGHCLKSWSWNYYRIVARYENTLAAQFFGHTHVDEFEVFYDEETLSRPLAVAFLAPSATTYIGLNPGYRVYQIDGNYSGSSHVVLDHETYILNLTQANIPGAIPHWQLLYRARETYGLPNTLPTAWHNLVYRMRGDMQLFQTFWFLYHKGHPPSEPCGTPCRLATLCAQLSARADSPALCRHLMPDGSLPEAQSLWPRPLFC
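Fluorogenic HMU-PC substrate (9 uM final) is turned over by placental ASM in 60 min at 37 C after a 10 min compound preincubation. Reaction ended by alkaline stop (pH 10), with fluorescence read at 386/447 nm.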
CXXC DNA block: MLL CXXC-DNA interaction inhibition | MLL-CXXC / FITC-HOXA9 DNA fluorescence polarization | Potency, µM (doses to about 115 µM), inactives show at the top dose activity change, negative = inhibition, hits mostly inhibitors | 290,000 tested, 0.037% active | AID 2662; active means well fitted inhibition curve with a large enough effect in the polarisation, with a control signal flat, not every such curve was filed as active; inconclusive means small, poorly fitted or top-dose-only effect, or effect the other way, or a change in a side signal; inactive means no such curve, though single readings can be large or run the other way; the % refers to the polarisation; further: potency means the concentration at half of the fitted maximal effect
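Fluorescence polarization: 7 uM MLL-CXXC (stock) preincubated 5 min with compounds, then 50 nM fluorescein-HOX-A9 DNA (stock) added; 30 min ambient. Buffer 50 mM Tris-HCl pH 7.5, 50 mM NaCl, 1 mM DTT, 0.05% BSA.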
TCR activator: activators of T cell receptors; primary human leukocytes, anti-CD3, IL-2 HTRF, 48 h; Potency, µM (doses to about 9.22 µM), inactives show at the top dose activation of IL-2 secretion, actives largely listed as activators; 330,000 tested, under 10 active; AID 504894; further: % of control where 0% means no effect
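48 hr co-incubation of compounds, a-CD3 beads and primary human leukocytes; IL-2 quantified homogeneously by HTRF with anti-IL-2 K and d2 conjugates.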
The depositor's hits bear a star; ? = inconclusive; · = not tested or not shown; & = joins results of further samples; [ ] = remark or other dose. Unless noted, the call rests on the fitted dose curve; in most records, active means well fitted curve in the direction sought with a large enough effect; inconclusive means small, poorly fitted or top-dose-only effect, or another doubt; inactive means no such curve, though single readings can be large; an effect the other way counts as inactive or inconclusive. These rows are one share of the data (hit frequency here may not be typical).

SMILES | MBNL1 CUG block | Menin MLL FP TR | TSHR antag | Mito fusion yeast | Integrin act MD | TSG101-PTAP inh | A-T KAP1 phos | ASM inhibitor | CXXC DNA block | TCR activator
O=C(NCc1ccccc1)C1C2C=CC3(CN(Cc4cccnc4)C(=O)C13)O2 (stereo not drawn) | -5.1% | ? | 51.8 | 1.2% | 6.5% | -4.4% | 3.8% | 0.2% | 0.9% | -5.9%
COc1cccc(NC(=O)CC(=O)c2ccc([N+](=O)[O-])cc2)c1 | ? | ? | 7.7 | -15.8% | 6.6% | 2.0% | 20.0% | -3.3% | 5.3% | -0.5%
Cc1nn(CC(=O)c2ccc(Cl)cc2Cl)c(C)[n+]1N | -3.4% | 4.5% | 9.2 | -4.8% | -3.0% | -0.7% | -1.5% | 3.5% | 3.6% | -5.0%[46.1 µM]
COC(=O)C1CN(C(=O)C(C)Oc2ccc(C(C)C)cc2)c2ccccc2O1 (stereo not drawn) | -4.8% | ? | -15.6 | -10.4% | 5.9% | -8.6% | ? | -8.2% | 11.6% | -0.9%
C#CC(C)(CC)NC(=O)c1cc(OC)c(OC)c(OC)c1 (stereo not drawn) | -1.6% | 18.4% | 48.3 | -4.5% | 4.6% | -1.9% | · | -2.9% | -2.0% | 0.0%
Cc1nc2ccc(NC(=O)c3cnc(Cl)c(Cl)c3)cc2s1 | 1.2% | 3.7% | -8.8 | -10.4% | 5.9% | -1.8% | 2.1% | -2.3%[11.5 µM] | 2.5% | -3.2%
Cc1ccc(S(=O)(=O)N2CCCCC2)cc1NC(=O)CSCC(=O)O | 0.0% | 7.3% | 3.9 | -3.8% | 9.4% | -1.7% | 12.8% | 7.9% | 0.4% | -5.9%
CCOC(=O)C1=NN(N=O)C2(CC(=O)N(c3cc(C)cc(C)c3)C2=O)C1 (stereo not drawn) | 6.5% | 4.3% | -2.6 | -0.9% | 13.4% | -4.3% | -3.1% | -1.2% | 8.7% | 1.5%
O=C(Nc1ccc2c(c1)OCO2)c1cc(-c2ccccc2Cl)on1 | -3.8% | ? | -23.1 | -10.4% | -5.9% | -0.7% | 2.8% | 0.8% | 12.9% | -7.8%
Cc1ccc(-c2nc(CS(=O)(=O)CC(=O)N3CC(C)CC(C)C3)c(C)o2)cc1 (stereo not drawn) | -3.4% | -17.5% | 7.0 | 5.8% | -18.3% | 0.5% | 18.4% | -0.5% | 9.4% | -4.7%
Cc1ccc(C)c(OCCC(=O)OCC(=O)Nc2ccc(C)c(S(=O)(=O)N3CCCCC3)c2)c1 | · | · | 7.2 | -5.7% | 9.2% | -2.5% | -0.2% | · | · | 3.2%
CCc1ccc(C(=O)NNC(=O)C2CSC3(C)CCC(=O)N23)cc1 (stereo not drawn) | · | · | -0.6 | 0.9% | -11.0% | -2.8% | 4.2% | 1.2% | · | -2.9%
COc1cc(OC)cc(C(=O)OC/C(O)=C(\C#N)c2nc3ccccc3[nH]2)c1 | 3.8% | · | -6.7 | 0.4% | -28.1% | -5.4% | -5.6% | 1.8% | -1.2% | -5.0%
CNC(=O)c1ccccc1S(=O)(=O)c1ccccc1C#N | -18.2% | 2.9% | -0.5 | -3.0% | -0.5% | 0.3% | -0.7% | 2.9% | -4.9% | -0.8%
Cc1ccc(C(=O)OCC(=O)N(C)c2ccccc2)cc1C | 0.4% | -15.3% | 3.3 | 12.2% | 13.8% | -0.4% | 0.5% | 1.0% | -2.4% | -0.6%
CCOc1ccc(S(=O)(=O)NCc2ccccn2)cc1NC(=O)c1ccccc1 | · | · | -0.3 | -5.1% | -6.4% | -0.4% | 7.0% | 2.3% | · | -3.3%
Cc1ccc(CNC(=O)CN2C(=O)NC3(CC(C)CC(C)(C)C3)C2=O)cc1 (stereo not drawn) | · | · | 72.0 | 3.8% | ? | 2.1% | 13.7% | 5.8% | · | 3.1%
COc1cc(NC(C)=O)c2ncccc2c1[N+](=O)[O-] | -4.2% | -7.2% | 14.5 | 13.8% | 8.9% | -2.8% | -3.6% | -2.0% | 8.3% | 0.6%[46.1 µM]
CCN=C1S/C(=C\c2cn(C(C)=O)nc2-c2ccccc2)C(=O)N1CC | 14.2% | 1.6% | -14.8 | 13.9% | -5.7% | -2.8% | -0.4% | 3.0% | 3.6% | -1.1%[46.1 µM]
O=C(NC(=S)NNC(=O)c1cnccn1)c1ccc(Cl)cc1 | 0.6% | · | 2.7 | 6.6% | -21.0% | -2.3% | 18.2% | -0.7% | 0.0% | -6.0%
O=C(Cn1nnc(-c2ccccc2)n1)N1CCN(c2ccc(F)cc2)CC1 | -10.8% | 10.6% | 20.0 | 0.8% | -7.5% | -3.7% | 1.4% | 0.8% | 1.2% | -1.3%
CC(C)C(NS(=O)(=O)c1c(Cl)cccc1Cl)C(=O)OCC(=O)c1c[nH]c2ccccc12 (stereo not drawn) | ? | ? | -25.4 | ? | -28.5% | -1.7% | -3.4% | -17.0% | -3.8% | 7.6%[46.1 µM]
CSC1=NC2(CC(c3ccccc3)Oc3cc(O)ccc32)CC(C)(C)N1 (stereo not drawn) | -18.4% | 5.0% | -1.9 | 3.9% | -14.1% | 2.2% | · | 0.5% | 17.8% | -2.0%[46.1 µM]
CCc1ccccc1N1C(=O)[C@@H]2Cc3ccccc3CN2C1=O | · | · | -9.1 | 2.2% | 23.1% | -0.3% | 0.0% | -0.2% | -13.5% | 2.8%
O=C(NCCNC(=O)c1ccco1)c1ccc(F)cc1 | -14.5% | -17.1% | -1.6 | 1.1% | -1.6% | 0.0% | 5.1% | -0.5% | 4.3% | 5.6%
CCOC(=O)c1sc(-c2ccc(F)cc2)cc1NC(=O)Nc1ccccc1OC | 17.5% | ? | -11.6 | 17.8% | 3.0% | 1.3% | 11.6% | -4.6% | 11.5% | 3.0%[46.1 µM]
Oc1ccc(O)cc1 | · | 3.2%&-10.0%&-3.4% | 8.3 | -5.6% | · | · | · | · | -3.8% | ·
CC(=O)NCc1ccc(-c2nc3ccccc3s2)cc1 | 8.1% | -3.9% | -2.1 | 1.0% | -15.0% | -5.9% | 0.1% | -0.6% | -1.5% | -0.5%
Cc1cc(C(=O)OC(C)C(=O)Nc2nc(-c3ccccc3)cs2)c(C)o1 (stereo not drawn) | -4.5% | 22.4% | -12.2 | ? | 8.5% | -0.5% | -3.3% | -9.3% | 17.0% | ·
O=C(O)C1CCCC[C@H]1C(=O)Nc1ncc([N+](=O)[O-])s1 (stereo partly drawn) | · | · | -8.4 | -1.3% | 22.6% | 0.9% | -18.1% | -3.8% | · | -1.3%
CCOC(=O)c1[nH]cnc1C(=O)O | 1.6% | -19.8% | -5.6 | -2.9% | 13.5% | -3.0% | -2.0% | 12.3% | 0.8% | 0.2%
CCc1c(C(=O)NNC(=S)NCCc2ccccc2)csc1C | 10.3% | -0.4% | -6.0 | -2.9% | 33.8% | 2.3% | -5.8% | -7.8% | -3.2% | 6.6%[46.1 µM]
O=C1CCCc2sc3c(c2N1)CCCCC3 | -6.2% | -18.6% | 31.7 | 3.3% | 12.3% | -4.7% | 10.7% | 1.4% | -0.4% | 0.3%
Cc1ccc(OCc2ccc([N+](=O)[O-])cc2)c([N+](=O)[O-])n1 | 5.0% | · | -17.9 | 3.0% | 6.6% | 0.0% | -0.8% | 3.0% | -0.6% | 1.6%
CCCN(CC(=O)Nc1ccccc1C)C(=O)/C=C/c1cccs1 | 3.9% | -15.9% | 11.1 | 1.2% | -11.2% | 0.8% | -9.2% | -1.1% | 14.1% | 7.4%[46.1 µM]
COC(=O)C(C(=O)OC)c1ccccc1[N+](=O)[O-] | 13.7% | 8.5% | -0.1 | -3.3% | -29.5% | -3.8% | -5.1% | -1.9% | -1.4% | -4.0%
CCc1nc2ccc(C(=O)Nc3ccc4c(c3)OCO4)cc2nc1CC | 11.1% | 3.7% | -8.9 | -6.5% | 6.2% | 1.4% | -1.3% | -6.3% | 12.7% | ·
C/C(N)=C(/C#N)C(=O)CSc1nnc(Nc2ccccc2C)s1 | -4.6% | -4.6% | -2.9 | -1.8% | 6.7% | -2.7% | · | -3.2% | 16.7% | -3.5%
COc1ccccc1/C=C/C(=O)OCC(=O)N1c2ccccc2CC1C (stereo not drawn) | · | · | -16.1 | 10.6% | -18.4% | -5.1% | 9.5% | -1.6% | · | 0.0%
O=C(c1ccc(COc2c(F)c(F)cc(F)c2F)o1)N1CCN(c2ccc(Cl)cc2)CC1 | 7.5% | ? | -6.5 | 8.0% | 2.4% | 0.5% | 4.6% | -14.4% | -4.6% | 0.4%

Assay outcomes as filed in PubChem BioAssay.
